Compound activity deposited in PubChem BioAssay by several laboratories.
hgDAF-12 ag: H. glycines DAF-12 receptor agonists, primary screen, cell-based, luminescence, HEK293, GAL4 fusion, UAS-luciferase | 370,000 compounds, 1.8% hits | HEK293 GAL4-hgDAF12 UAS-luciferase reporter, agonist luminescence; normalized to butyrate control | Nuclear hormone receptor DAF-12 (Heterodera glycines), GAL4 fusion | AID 687014, 2013 | activation, % at 6.8 µM;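 active means activation above a cutoff set at the mean of all screened compounds plus 3 SD, cut at about 10% in these data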;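 further: 0% = DMSO wells and 100% = sodium butyrate wells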
FXN GAA850 act: FXN promoter activators, primary screen, cell-based, luciferase luminescence, HEK293 lucGAA850. AID 540364, 2011. activation, % at 6 µM. HEK293 lucGAA850 FXN promoter luciferase reporter, 24 h; percent of 10 µM SAHA response. 360,000 compounds, 0.56% hits;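 active means activation above the average of all compounds screened plus 3 SD, cutoff fixed separately per campaign, cut at about 7.5% in these data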;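 further: 0% = DMSO wells and 100% = 10 µM SAHA wells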
ADAM17 inh: ADAM17 inhibitors, primary screen, biochemical, QFRET. Disintegrin and metalloproteinase domain-containing protein 17 (Homo sapiens), P78536. recombinant ADAM17, EDANS/DABCYL FRET peptide cleavage. inhibition, % at 6.95 µM. 370,000 compounds, 0.83% hits. AID 720648, 2013;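 active means inhibition above the mean of compounds lying between control limits plus 3 SD, set per campaign, cut at about 8.5% in these data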;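 further: 0% = DMSO-only wells as the low control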
SMARCA2 act: SMARCA2 (BRM) function activators, primary screen, cell-based, luminescence, high throughput. MG213 cells, MMTV-luciferase reporter, dexamethasone, overnight. activation, % at 9.1 µM. 370,000 compounds, 1% hits. AID 652017, 2013; in the data active means activation above about 7.8%;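 further: 0% = vehicle wells and 100% = reference activator wells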
hcDAF-12 act: H. contortus DAF-12 nuclear receptor activators, primary screen, cell-based, luminescence, HEK293, lit1-tk-luc reporter; HEK293 hcDAF-12 lit1-tk-luc reporter; 0% DMSO, 100% Δ7-dafachronic acid; activation, % at 6.8 µM; 370,000 compounds, 1.4% hits; AID 652067, 2013;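 active means activation above the mean of all tested compounds plus 3 SD, cut at about 5.5% in these data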;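 further: 100% = response to 3 µM Δ7-dafachronic acid high control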
DAX1 inh-1: DAX1 (NR0B1) inhibitors, primary screen, cell-based, HEK293, Gal4-DAX1, luciferase luminescence; HEK293 Gal4-DAX1 luciferase reporter; AID 504766, 2011; Nuclear receptor subfamily 0 group B member 1 (Homo sapiens), P51843; inhibition, % at 6.75 µM; 340,000 compounds, 0.99% hits;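 active means inhibition above the mean over all tested compounds plus 3 SD, cut at about 4.2% in these data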;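 further: 0% = DAX1-transfected cells with DMSO and 100% = empty-vector control cells with DMSO; inhibition shows as a rise in luminescence from relieved DAX1 repression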
ssDAF12 agonist: S. stercoralis DAF-12 nuclear receptor activators, primary screen, cell-based, luminescence, HEK293, GRIP1 co-expression, lit1-tk-luc | 370,000 compounds, 1% hits | Nuclear hormone receptor DAF-12 (Strongyloides stercoralis) | activation, % at 6.8 µM | HEK293 ssDAF-12/GRIP1 lit1-tk-luc reporter; % of 3 µM dafachronic acid response;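 active means activation above the mean over all tested compounds plus 3 SD, cut at about 0.9% in these data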;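 further: 0% = DMSO-only wells and 100% = 3 µM delta7-dafachronic acid wells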
ADAM10 inh: human ADAM10 inhibitors, primary screen, biochemical, QFRET, HTS; recombinant ADAM10, EDANS/DABCYL FRET peptide cleavage, 3 h; inhibition, % at 7 µM; Disintegrin and metalloproteinase domain-containing protein 10 (Homo sapiens), O14672; AID 720582, 2013; 370,000 compounds, 0.62% hits;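 active means inhibition above a per-campaign cutoff equal to the mean of compounds falling between control-based bounds plus 3 SD, cut at about 20% in these data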;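 further: 0% = DMSO wells while the 100% control is not disclosed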
PG9 Ab binder: binders of HIV-1 gp120 antibody PG9, primary screen, biochemical, TR-FRET; HIV-1 gp120 / PG9 antibody interaction; TR-FRET gp120-PG9 antibody binding; inhibition, % at 6.7 µM; 360,000 compounds, 0.43% hits; AID 624416, 2012; in the data active means inhibition above about 8.5%
GC-A act: GC-A stimulated cGMP production enhancers – HEK293 GC-A cells, cGMP TR-FRET, EC30 ANP, primary screen; 370,000 compounds, 0.14% hits; activation, % at 10 µM; 0% at EC30 ANP, 100% saturating ANP; Atrial natriuretic peptide receptor 1 (Homo sapiens), P16066; in the data active means activation above about 40%
Target sequence (P16066 whole entry, looked up): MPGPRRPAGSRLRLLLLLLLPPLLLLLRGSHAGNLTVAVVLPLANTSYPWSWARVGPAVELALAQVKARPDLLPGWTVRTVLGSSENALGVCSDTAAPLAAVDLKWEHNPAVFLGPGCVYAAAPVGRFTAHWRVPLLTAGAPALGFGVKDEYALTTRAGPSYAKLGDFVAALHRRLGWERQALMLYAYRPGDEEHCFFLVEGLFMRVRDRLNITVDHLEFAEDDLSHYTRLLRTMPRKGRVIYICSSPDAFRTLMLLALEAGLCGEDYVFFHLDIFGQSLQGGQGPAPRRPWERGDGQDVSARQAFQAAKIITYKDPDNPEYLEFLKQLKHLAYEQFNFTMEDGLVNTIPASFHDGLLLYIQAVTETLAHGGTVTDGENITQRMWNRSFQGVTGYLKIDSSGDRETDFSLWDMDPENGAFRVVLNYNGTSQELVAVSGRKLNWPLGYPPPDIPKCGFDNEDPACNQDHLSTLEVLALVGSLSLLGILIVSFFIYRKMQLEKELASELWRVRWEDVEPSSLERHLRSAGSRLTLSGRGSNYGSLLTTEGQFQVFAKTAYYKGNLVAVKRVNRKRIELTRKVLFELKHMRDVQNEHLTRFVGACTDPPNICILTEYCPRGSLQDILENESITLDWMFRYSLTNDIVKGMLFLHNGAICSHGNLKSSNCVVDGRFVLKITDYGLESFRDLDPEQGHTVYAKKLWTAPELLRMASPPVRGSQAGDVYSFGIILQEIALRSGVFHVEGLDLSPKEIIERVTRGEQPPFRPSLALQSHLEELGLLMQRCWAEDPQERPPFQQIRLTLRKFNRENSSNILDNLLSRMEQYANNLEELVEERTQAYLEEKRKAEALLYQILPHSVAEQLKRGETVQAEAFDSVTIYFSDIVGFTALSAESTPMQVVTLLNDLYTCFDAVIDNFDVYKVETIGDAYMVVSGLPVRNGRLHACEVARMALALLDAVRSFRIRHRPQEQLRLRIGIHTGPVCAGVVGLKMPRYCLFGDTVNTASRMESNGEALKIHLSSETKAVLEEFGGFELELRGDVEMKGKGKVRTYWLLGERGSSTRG
DAX1 inh-2: DAX1 (NR0B1) inhibitors on StAR promoter, primary screen, cell-based, luminescence, SF-1 (NR5A1), full-length DAX-1; HEK293T StAR-luciferase reporter, SF-1/DAX-1 repression relief; inhibition, % at 6.8 µM; 370,000 compounds, 1.1% hits; AID 652010, 2013;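 active means inhibition above the mean over all tested compounds plus 3 SD, cut at about 3.6% in these data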;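 further: 0% = DAX-1 cells with DMSO and 100% = cells lacking DAX-1 with DMSO; higher inhibition means more luminescence from relief of DAX-1 repression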
Numbers without * were called inactive; . = not tested or not shown.

smiles	hgDAF-12 ag	FXN GAA850 act	ADAM17 inh	SMARCA2 act	hcDAF-12 act	DAX1 inh-1	ssDAF12 agonist	ADAM10 inh	PG9 Ab binder	GC-A act	DAX1 inh-2
Cc1ccc2nc(SC(C(=O)Nc3ccc(F)cc3)c3ccccc3)[nH]c2c1 (configuration not stated)	-2.4	-7.2	4	-7	-1.4	0.0	-1.5	10	-3.5	-2	-0.2
CN1c2ccccc2C(C)(C)C12C=Nc1c(cc(N3CCOCC3)c3ccccc13)O2 (configuration not stated)	-4.4	1.8	-17	-7	-0.2	-2.1	-1.1	-33	-3.0	0	-3.6
Cc1ccc(CNC(=O)CN(C2CCCCC2)S(C)(=O)=O)cc1	-1.4	-0.1	-3	-2	-0.4	-0.4	-0.6	4	-1.2	1	-0.1
O=C(CCC(NC(=O)OCc1ccccc1)C(=O)OCC(=O)N1CCCCC1)OCC(=O)N1CCCCC1 (configuration not stated)	2.2	-1.0	2	2	0.5	0.1	-1.5	2	-0.6	2	-0.3
COc1ccc(CN2CCCC(C(=O)c3ccc(Cl)cc3)C2)cc1Cn1cncn1 (configuration not stated)	-0.9	1.0	0	2	-0.3	-1.4	-0.5	-1	0.4	-5	0.6
Cc1cc(C)c(OCC(=O)OCC(=O)N2CCc3ccccc3C2)c(C)c1	3.0	2.2	3	-2	-0.4	-0.4	-0.7	-2	-0.8	2	1.1
CCOC(=O)C1=C(C)NC(=S)N(C(C)=O)C1c1ccc(Cl)cc1 (configuration not stated)	-2.5	0.3	7	-4	-1.6	-1.2	-2.2	3	0.0	-17	-0.7
COc1ccc(C(=O)Nc2ccc(CN3CCOCC3)cc2)cc1Br	1.7	3.9	-1	2	-1.9	2.3	-1.8	-3	-1.7	4	0.1
O=Cc1cn(-c2ccccc2)nc1-c1cccnc1	0.3	1.9	-6	-3	-1.5	-0.8	-1.1	0	-0.2	2	-1.2
O=C(NC1CCCCN(Cc2ccc(OC(F)(F)F)cc2)C1=O)c1ccc2ccccc2c1 (configuration not stated)	2.1	.	5	0	-0.2	.	-0.9	8	.	-2	0.3
CCc1nc(N=Nc2c(O)[nH]c3ccccc23)c2c3c(sc2n1)CCC3	-3.5	1.7	0	1	0.1	-0.8	-1.0	0	-1.7	-10	-0.1
O=C(CCC(=O)N1CCN(c2ccc(F)cc2)CC1)c1ccc(F)cc1	-1.4	.	-1	-1	0.7	.	-1.0	-1	0.6	1	-0.1
NS(=O)(=O)c1ccc(-c2ccc(C=NC3CCS(=O)(=O)C3)o2)cc1 (configuration not stated)	-0.9	0.0	-10	-2	-0.5	0.3	0.0	-40	-3.2	-3	0.5
O=C(Nc1ccccc1Cl)N1CCN(c2ccccn2)CC1	-1.3	-1.2	-4	-3	-1.1	0.3	-1.4	-5	-2.2	4	-0.1
Cc1cc(C)n2nc(SCc3ccccc3)nc2n1	1.2	3.5	4	-5	1.1	-0.4	-0.9	22*	-3.6	3	1.2
Cc1oc2ccc(OCc3ccccc3F)cc2c1C(=O)O	1.1	0.4	-4	-3	-1.9	-0.2	-0.9	-12	-0.4	-4	0.0
O=C(NNC(=S)NC1CCCCC1)c1cccs1	-1.5	1.3	-2	-2	-2.7	-1.3	-1.0	-15	-1.4	3	0.4
COCCN(C(=S)Nc1ccc(OC)c(Cl)c1)C1CCN(C(C)C)CC1	1.6	1.4	1	-3	-1.8	0.2	-1.8	3	-1.4	-1	-0.4
COc1ccc2nc(Nc3nc(-c4cc5ccccc5oc4=O)cs3)sc2c1	4.2	-1.4	-8	-3	3.3	0.5	0.7	-9	-10	3	0.3
CCOc1ccc(N2C(=O)CC(NCc3ccc(F)cc3)C2=O)cc1 (configuration not stated)	0.6	2.7	-5	-2	-1.6	0.9	-0.6	-6	-1.4	0	-0.5

Filtered by structure: the entries above with nitrogen in an aromatic ring.
smiles	hgDAF-12 ag	FXN GAA850 act	ADAM17 inh	SMARCA2 act	hcDAF-12 act	DAX1 inh-1	ssDAF12 agonist	ADAM10 inh	PG9 Ab binder	GC-A act	DAX1 inh-2
Cc1ccc2nc(SC(C(=O)Nc3ccc(F)cc3)c3ccccc3)[nH]c2c1 (configuration not stated)	-2.4	-7.2	4	-7	-1.4	0.0	-1.5	10	-3.5	-2	-0.2
COc1ccc(CN2CCCC(C(=O)c3ccc(Cl)cc3)C2)cc1Cn1cncn1 (configuration not stated)	-0.9	1.0	0	2	-0.3	-1.4	-0.5	-1	0.4	-5	0.6
O=Cc1cn(-c2ccccc2)nc1-c1cccnc1	0.3	1.9	-6	-3	-1.5	-0.8	-1.1	0	-0.2	2	-1.2
CCc1nc(N=Nc2c(O)[nH]c3ccccc23)c2c3c(sc2n1)CCC3	-3.5	1.7	0	1	0.1	-0.8	-1.0	0	-1.7	-10	-0.1
O=C(Nc1ccccc1Cl)N1CCN(c2ccccn2)CC1	-1.3	-1.2	-4	-3	-1.1	0.3	-1.4	-5	-2.2	4	-0.1
Cc1cc(C)n2nc(SCc3ccccc3)nc2n1	1.2	3.5	4	-5	1.1	-0.4	-0.9	22*	-3.6	3	1.2
COc1ccc2nc(Nc3nc(-c4cc5ccccc5oc4=O)cs3)sc2c1	4.2	-1.4	-8	-3	3.3	0.5	0.7	-9	-10	3	0.3

2 entries picked at random from those above, as already listed:
smiles	hgDAF-12 ag	FXN GAA850 act	ADAM17 inh	SMARCA2 act	hcDAF-12 act	DAX1 inh-1	ssDAF12 agonist	ADAM10 inh	PG9 Ab binder	GC-A act	DAX1 inh-2
O=C(NC1CCCCN(Cc2ccc(OC(F)(F)F)cc2)C1=O)c1ccc2ccccc2c1 (configuration not stated)	2.1	.	5	0	-0.2	.	-0.9	8	.	-2	0.3
O=C(CCC(NC(=O)OCc1ccccc1)C(=O)OCC(=O)N1CCCCC1)OCC(=O)N1CCCCC1 (configuration not stated)	2.2	-1.0	2	2	0.5	0.1	-1.5	2	-0.6	2	-0.3

(cont.)
smiles	hgDAF-12 ag	FXN GAA850 act	ADAM17 inh	SMARCA2 act	hcDAF-12 act	DAX1 inh-1	ssDAF12 agonist	ADAM10 inh	PG9 Ab binder	GC-A act	DAX1 inh-2
Cc1cccc(NC(=S)NC2CC3CCCC(C2)N3CC(C)C)c1C (configuration not stated)	0.3	-0.7	-6	-1	-1.6	0.2	-0.3	-6	0.5	3	-0.5
CCNc1nc(C)nc2c1cnn2C	0.7	0.5	-2	-1	-2.2	1.2	-1.0	-11	-1.8	2	-0.8
CCC1=C(OC(=O)N(CC)CC)N2C(=O)OC(=NCC3CC3)[C@]2(Cc2ccccc2)[C@H]2C1=CC[C@H]1C(=O)N(CC(=O)OC)C(=O)[C@H]12	0.1	.	3	1	-0.6	.	-1.3	6	-0.5	-3	0.0
CC(OC(=O)C1CC1)C(=O)Nc1cc(C(F)(F)F)ccc1Cl (configuration not stated)	0.2	-1.4	1	-2	1.1	3.4	-1.1	12	0.2	1	0.8
Cc1ccc([N+](=O)[O-])c(OCCCN2CCC(Cc3ccccc3)CC2)c1	-4.6	-4.7	2	0	-0.6	-0.7	-1.8	1	-0.8	-37	-0.2
CCOC(=O)N1CCN(C(=O)C[C@@H]2C[C@@]3(C(=O)OCC)CCC=C3N(Cc3ccccc3)C2=O)CC1	-1.8	.	-2	-2	-1.0	.	-1.3	-12	1.9	0	2.6
CCOC(=O)/C(C#N)=C/Nc1ccccc1NS(=O)(=O)c1ccc(C)c(C)c1	-0.7	1.7	-2	-2	-1.2	0.1	-0.8	-4	-1.9	-1	-0.5
O=C(O)CCCn1c(=O)c2cccn2c2ccc(F)cc21	0.0	2.1	-4	-1	2.8	-0.7	-1.3	-2	0.8	0	-0.3
CSCCC(NC(=O)c1ccccc1)C(=O)N/N=C(\C)c1ccccc1 (configuration not stated)	1.6	-2.5	-1	-1	0.7	1.6	-0.7	-3	-0.5	-6	0.1
Fc1ccc2c(c1)C(c1ccncc1)=NNC(c1ccc(Br)cc1)=N2	0.7	0.7	-1	-2	-1.5	0.1	-0.7	-7	1.2	-5	0.4
CCOCCC(=O)Nc1ncc(S(=O)(=O)c2ccc([N+](=O)[O-])cc2)s1	1.5	0.5	3	-5	-3.0	2.1	-0.3	-13	1.2	-6	-0.9
O=C(Nc1ccccc1)c1sc2cc(C(F)(F)F)cnc2c1-c1cccs1	-1.5	3.0	-13	1	-0.4	2.1	-0.9	-76	-3.7	-3	-0.3
COc1ccc(CCNC(=O)c2cc3cccc(OC)c3oc2=O)cc1OC	-1.9	1.5	-1	-1	0.2	-0.8	-1.5	-1	-0.9	7	0.8
CCOc1ccc2oc(C(=O)N(C)CC(=O)Nc3ccc(OCC)c(OCC)c3)c(C)c2c1	0.2	1.8	0	-1	-1.6	-0.8	-1.3	1	0.7	0	-1.7
CCCNC(=O)C1(C)CCN(Cc2cc(-c3ccccc3)on2)C1 (configuration not stated)	-0.2	0.5	-4	-2	1.2	.	-1.7	-28	-1.0	0	-0.9
Cc1ccc2c(c1)c1ccc3c(c1n2C)C(=O)C=CC3=O	-3.5	-3.1	-14	-2	-0.8	-1.4	0.1	-38	6.0	-34	-0.2
CC(C)CC1C(=O)N(Cc2cn(CCC3OCCCO3)nn2)CCS(=O)(=O)N1Cc1ccc(-c2ccccc2)cc1 (configuration not stated)	0.1	1.0	5	-3	0.2	0.2	-1.1	-3	0.5	-3	-2.0
CCOC(=O)c1c(NC(=O)COC(=O)c2nc(Cl)ccc2Cl)sc(C(=O)N(C)C)c1C	-1.6	-0.5	1	-4	0.0	0.4	-1.2	-1	2.4	3	1.8
COc1ccc(C2C3=C(CCCC3=O)Nc3ccc4ncccc4c32)cc1OC (configuration not stated)	0.6	1.4	-9	0	0.1	-0.3	-1.6	-12	0.4	-12	0.1
O=C(C[C@H]1C[C@@H]2c3cc(NC(=O)c4cccnc4)ccc3O[C@@H]2[C@H](CO)O1)NCc1ccncc1	0.3	-2.8	1	0	0.2	0.5	-1.4	-8	-2.3	2	-0.1
COc1cccc(NC(=O)C2CCN(S(=O)(=O)c3ccc4c(c3)CC(C)N4C(C)=O)CC2)c1 (configuration not stated)	-2.7	-1.4	-4	-5	-3.6	0.0	-1.3	11	-2.1	1	-1.0
